# Screening results (PubChem)
# Arrestin-AP2 inh: inhibitors of beta-arrestin/AP2 binding, primary screen, biochemical, GPCR trafficking, flow cytometry | beta-arrestin 1 C-terminal peptide binding to AP2 beta2-adaptin appendage (human) | FITC-arrestin peptide / GST-AP2 beads; AP2 beta2 appendage carries R879A mutation | inhibition, % at 10 µM | hit rate 0.31% among 340,000 | AID 504490, 2011;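 active means inhibition above a set limit, near 3 SD of compounds lacking own fluorescence, cut at about 54% in these data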;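 further: plate controls were DMSO wells for no effect and 5 µM unlabelled arrestin peptide for full effect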
#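 Assay system: GST-AP2 R879A bound to glutathione beads, E. coli-expressed; Medium: PBS with 0.05% Tween 20 and 0.1% BSA; Also added: fluorescein-tagged arrestin peptide at 50 nM final; Timing: 12 min plus 1 h, RT; Measured by: flow cytometry, FL1 (488/535 nm); Evaluation: percent drop in bead-associated FITC signal.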
# PKA-R2B act: activators of PKA-R2B holoenzyme, primary screen, biochemical, fluorescence polarization, Cy5-IP20, human. activation, % at 11.4 µM. cAMP-dependent protein kinase catalytic subunit beta (Homo sapiens) + cAMP-dependent …. PKA-R2B holoenzyme dissociation; R2B truncated from residue 108, S112A mutant; 0% DMSO only, 100% 113 µM cGMP. AID 504700, 2011. hit rate 0.079% among 340,000;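 active means activation above a cutoff set at the mean over all compounds plus 3 SD, cut at about 18% in these data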;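 further: higher means more holoenzyme dissociation and a rise in polarization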
# RTF Ca sens inh: cardiac RTF calcium sensitivity inhibitors, primary screen, biochemical, IANBD-TnC fluorescence, EC70 calcium; IANBD-labeled cardiac RTF, Ca2+ fluorescence; hit rate 0.12% among 340,000; AID 493244, 2011; inhibition, % at 7.15 µM;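 active means inhibition above the mean inhibition of all tested compounds plus 3 SD, cut at about 17% in these data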;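 further: assay run at fixed EC70 calcium of 1.6 mM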
# Keap1-Nrf2 PPI: Keap1-Nrf2 protein-protein interaction inhibitors, primary screen, biochemical, fluorescence polarization, single point; inhibition, % at 9.4 µM; hit rate 0.15% among 340,000; Keap1 Kelch-Nrf2 peptide fluorescence polarization, 1536-well; Kelch-like ECH-associated protein 1 (Homo sapiens), Q14145; AID 504523, 2011; in the data active means inhibition above about 12%;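 further: human Keap1 Kelch domain with fluorescein labeled Nrf2 9mer peptide probe; 0% = neutral control wells and 100% = peptide positive control; higher means more block of Keap1 binding to Nrf2 peptide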
# Target sequence (Q14145 whole entry, looked up, the tested form may be a part): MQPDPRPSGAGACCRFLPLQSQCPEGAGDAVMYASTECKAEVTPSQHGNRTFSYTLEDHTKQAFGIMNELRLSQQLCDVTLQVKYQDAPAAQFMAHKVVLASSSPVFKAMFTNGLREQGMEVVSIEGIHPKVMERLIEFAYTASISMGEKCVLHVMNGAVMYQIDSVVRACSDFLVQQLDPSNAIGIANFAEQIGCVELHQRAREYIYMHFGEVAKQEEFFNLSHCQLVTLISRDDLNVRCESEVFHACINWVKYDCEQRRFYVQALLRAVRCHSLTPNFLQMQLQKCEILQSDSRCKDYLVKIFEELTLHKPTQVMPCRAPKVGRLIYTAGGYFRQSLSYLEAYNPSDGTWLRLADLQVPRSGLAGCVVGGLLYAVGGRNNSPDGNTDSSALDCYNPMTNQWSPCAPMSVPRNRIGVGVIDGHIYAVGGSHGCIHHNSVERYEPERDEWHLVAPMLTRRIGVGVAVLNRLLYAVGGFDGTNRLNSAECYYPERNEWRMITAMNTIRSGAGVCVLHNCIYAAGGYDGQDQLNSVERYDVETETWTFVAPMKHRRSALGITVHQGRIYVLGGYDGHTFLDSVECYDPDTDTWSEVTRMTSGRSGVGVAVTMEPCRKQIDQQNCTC
# PvdQ acylase: P. aeruginosa PvdQ acylase inhibitors, primary screen, biochemical, fluorescence, plate reader and imaging, single point | inhibition, % at 10 µM | purified PvdQ acylase | hit rate 0.063% among 340,000 | PvdQ acylase [Pseudomonas aeruginosa LESB58]; in the data active means inhibition above about 30%, passing the limit was not always enough;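 further: 0% = vehicle neutral wells and 100% = reference inhibitor wells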
# NSD2 HMT inh: NSD2 histone methyltransferase inhibitors, primary screen, biochemical, AlphaScreen, single concentration, set 2; Histone-lysine N-methyltransferase NSD2 (Homo sapiens), O96028; NSD2 peptide methylation, 120 min; inhibition, % at 12.5 µM; hit rate 0.54% among 310,000; AID 743445, 2014; in the data active means inhibition above about 50%
# LANA DNA inh: inhibitors of KSHV C-LANA binding to DNA, primary screen, biochemical, fluorescence polarization, FAM-LBS DNA, MBP-C-LANA, single point. inhibition, % at 9 µM. Kaposi's sarcoma herpesvirus LANA C-terminal domain (residues 932-1162) DNA binding. hit rate 0.078% among 340,000;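 active means highest replicate inhibition at or above 60% at 9 µM, even if other replicates fall short; inactive means all replicates below 60% inhibition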;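 further: 0% = neutral control wells and 100% = 4 µM acridine orange control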
# SR-BI uptake up: activators of SR-BI mediated DiI-HDL uptake, primary screen, ldlA[mSR-BI] CHO cells, DiI fluorescence; AID 504775, 2011; 3 h; 100 = double the neutral-control signal; hit rate 0.096% among 320,000; activation, % at 12.5 µM;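 active means mean replicate activation of at least 60% and every replicate at or above 60%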;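 further: 0% = median plate neutral-control signal and 100% = twice that signal; values of inactives mirror those of a sister screen read the other way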
#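 Assay system: CHO ldlA[mSR-BI] cells, LDL receptor-null, SR-BI overexpressing; medium: Ham's F12 with 0.5% BSA, HEPES 25 mM, pH 7.4; also added: DiI-HDL 10 µg/mL; timing: 3 h uptake period with compound, 37 °C; signal: DiI fluorescence, bottom read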
# SR-BI HDL uptake: inhibitors of SR-BI mediated HDL lipid uptake, primary screen, ldlA[mSR-BI] cells, fluorescence, single point; Scavenger receptor class B member 1 (Mus musculus), Q61009; ldlA[mSR-BI] CHO cells, DiI-HDL uptake fluorescence, 3 h; inhibition, % at 12.5 µM; hit rate 0.96% among 320,000;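 active means mean replicate inhibition of at least 70% and a set share of replicates each scoring 70 or more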;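 further: 0% = median of neutral control wells and 100% = median of positive control wells; values of inactives mirror those of a sister screen read the other way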
# Target sequence (Q61009 whole entry, looked up): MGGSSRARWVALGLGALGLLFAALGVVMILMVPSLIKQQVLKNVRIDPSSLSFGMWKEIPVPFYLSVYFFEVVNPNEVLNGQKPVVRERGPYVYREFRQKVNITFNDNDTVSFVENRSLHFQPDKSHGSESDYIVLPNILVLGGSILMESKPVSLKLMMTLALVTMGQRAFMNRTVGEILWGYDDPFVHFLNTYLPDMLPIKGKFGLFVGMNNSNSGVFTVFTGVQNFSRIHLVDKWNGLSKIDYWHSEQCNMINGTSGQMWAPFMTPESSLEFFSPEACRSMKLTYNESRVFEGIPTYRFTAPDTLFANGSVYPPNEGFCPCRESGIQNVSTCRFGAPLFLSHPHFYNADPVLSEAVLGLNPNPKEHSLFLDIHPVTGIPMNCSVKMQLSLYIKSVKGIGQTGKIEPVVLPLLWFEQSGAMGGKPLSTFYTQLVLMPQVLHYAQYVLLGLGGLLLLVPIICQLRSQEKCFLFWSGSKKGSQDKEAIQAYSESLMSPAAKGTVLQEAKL
# DAGLB inhibitor: DAGLB lipase inhibitors, primary screen, biochemical, fluorescence, HTS; Diacylglycerol lipase-beta (Homo sapiens), Q8NCG7; HEK293T DAGLB membrane lysate, EnzChek fluorogenic substrate; inhibition, % at 5.17 µM; hit rate 0.059% among 340,000; AID 504411, 2011; in the data active means inhibition above about 34%;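 further: 0% = enzyme with vehicle and 100% = wells lacking enzyme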
# The depositor's hits bear a star; · = not tested or not shown. Rows are unselected. About 2.1% of those tested had a hit in this group.
SMILES,Arrestin-AP2 inh,PKA-R2B act,RTF Ca sens inh,Keap1-Nrf2 PPI,PvdQ acylase,NSD2 HMT inh,LANA DNA inh,SR-BI uptake up,SR-BI HDL uptake,DAGLB inhibitor
CC(=O)Nc1cc(C(N)=O)c(Cl)cc1Cl,0.6,-10.2,0.2,0.8,-8.5,-2.1,-0.7,21.5,-21.5,-1.5
Cc1nc(C)c(-c2ccc(SCC(=O)Nc3ccccc3)nn2)s1,-9.8,4.6,-2.5,-4.6,-15.9,-0.4,-1.6,-2.4,2.4,-0.7
CC1CC(C)CN(C(=O)COc2ccc([N+](=O)[O-])cc2Cl)C1 (configuration not stated),13.1,-3.0,2.6,1.6,-5.6,-3.1,1.4,-0.2,0.2,-4.5
N#Cc1c(NC(=S)NC(=O)Cc2cccs2)sc2c1CCCCC2,3.6,-16.8,-3.8,-2.6,-6.4,1.0,0.8,6.0,-6.0,-3.4
Cc1nc(/C(N)=N/OC(=O)c2ccc(Cl)cc2)c(C(F)(F)F)o1,3.7,-8.9,-2.1,4.2,-8.7,-5.2,1.2,9.8,-9.8,-1.7
O=C(CCC(=O)N1CCCC1)Nc1nnc(C2CCCCC2)s1,-1.0,-8.9,-5.8,-4.1,-13.8,23.8,0.1,-3.0,3.0,1.6
Cc1ccc2c(c1)c1c3n2CC(=C2C(=O)OC(C)(C)OC2=O)NC3CCC1 (configuration not stated),-4.5,-5.1,-5.1,-5.2,-17.1,·,-0.1,-78.2,78.2*,5.1
CCc1nc2c(nnn2Cc2ccc(F)cc2)c(=O)[nH]1,1.9,-4.0,-7.0,-3.0,-6.0,-3.1,-3.6,11.4,-11.4,-3.1
CCOC(=O)CN1C(=O)S/C(=C/c2ccc(N3CCCCC3)o2)C1=O,-14.3,-2.3,-48.1,-5.8,6.1,0.4,-14.0,-4.1,4.1,-11.4
CC1(C)CC(=O)C2=C(C1)OC(N)=C(C#N)C2c1ccc[nH]1 (configuration not stated),-12.1,6.2,-10.5,-11.5,-14.6,4.9,6.5,0.9,-0.9,0.8
O=C(c1cc(S(=O)(=O)N2CCCCC2)c(Cl)cc1N1CCOCC1)N1CCOCC1,1.8,-3.3,3.9,-3.6,-7.2,0.3,0.3,23.8,-23.8,-1.6
O=[N+]([O-])c1ccc(N2CCOCC2)cc1NC(c1ccccc1)c1ccccc1,17.8,1.0,3.8,-2.6,10.0,-1.2,-0.5,-55.8,55.8,-0.4
COC(C/C=C/[C@H](O)[C@H](C)OCc1ccccc1)OC,-5.6,-2.8,-1.2,-2.3,-9.4,·,0.7,-4.0,4.0,-1.5
COC(=O)c1ccc(C(=O)OC)c(NC(=O)COC(=O)C2CCCCC2)c1,0.2,10.9,-1.2,-0.5,-10.5,-1.9,1.3,27.6,-27.6,5.1
CCOC(=O)CNC(=O)CSc1nnc(NC(=O)c2ccc(S(=O)(=O)N3CCOCC3)cc2)s1,-9.1,0.2,-5.3,-3.2,-8.2,-3.0,-0.2,12.1,-12.1,-2.1
COCCn1c(=O)[nH]c2cc(C(=O)NC3CCCCCC3)ccc2c1=O,-2.8,-11.9,0.8,1.7,1.0,·,2.2,8.3,-8.3,-0.9
COC(=O)CN=C1OC(=O)N2C(=O)C3=C4[C@@H](C[C@H]5C(=O)N(c6ccccc6)C(=O)[C@H]5[C@H]4[C@@]12Cc1ccccc1)[C@H]1C(=O)N(c2ccccc2)C(=O)[C@H]1[C@H]3C,41.8,-4.9,-19.6,-5.4,-2.4,·,-7.3,5.8,-5.8,-2.1
CCN(CC(=O)Nc1cc(Cl)ccc1C)C(=O)c1cc(S(=O)(=O)N2CCCCCC2)ccc1OC,10.5,-0.9,-2.0,3.4,6.4,-1.8,-0.3,-18.9,18.9,-0.9
NS(=O)(=O)c1ccc(NC(=O)c2ccc(Cl)c(S(=O)(=O)NCc3ccco3)c2)cc1,-2.1,-5.3,-3.9,-9.9,-4.6,2.1,1.7,-37.2,37.2,1.1
CC(C)C[C@H]1CN=C(Nc2ccccc2)N1CCC1CCCCC1,8.0,-4.9,-7.0,2.0,-6.6,·,0.2,-2.4,2.4,3.6
COc1cc2cc(CCOC(=O)c3ccc(C(F)(F)F)cc3)oc(=O)c2cc1OC,-10.5,-9.0,1.8,1.4,-10.7,·,1.2,1.7,-1.7,-3.8
COc1cccc(NC(=O)Nc2nc(SC)ns2)c1,3.9,-4.4,-3.4,-4.4,12.1,-2.4,0.2,-4.2,4.2,-2.2
O=C(/C=C/C=C/c1ccc2c(c1)OCO2)N1CCCCC1,-0.4,6.9,2.6,-1.0,-10.5,·,-0.6,11.7,-11.7,-0.9
CN(C)S(=O)(=O)c1cccc(NC(=O)c2cc([N+](=O)[O-])ccc2N2CCCCC2)c1,13.7,1.9,4.3,0.7,-6.1,-0.1,-0.7,-50.2,50.2,0.3
CCOC(=O)c1c(C)[nH]c(C)c1S(=O)(=O)NC1CCN(C(=O)OCC)CC1,-7.2,4.7,3.1,-1.0,-9.1,-0.9,-1.0,3.1,-3.1,0.1
C1CC(CN2CCOCC2)CN(Cc2nc(CC3CC3)no2)C1 (configuration not stated),4.9,-0.7,8.1,4.0,-3.2,-0.5,0.4,19.9,-19.9,2.9
COc1ccc(C(=O)NC(C)c2cccnc2)cc1S(=O)(=O)N(C)Cc1ccccc1 (configuration not stated),5.9,-8.2,-11.1,1.5,-6.7,1.0,-0.2,-65.4,65.4,-1.3
COc1cccc(C=NCC(C)N=Cc2cccc(OC)c2O)c1O (configuration not stated),12.1,1.7,-4.5,-9.2,-5.0,6.6,-0.4,15.9,-15.9,4.7
O=C(NNc1cc(Cl)cc(Cl)c1)c1c(F)cccc1Cl,-11.9,11.4,1.6,-1.2,-15.5,-0.4,1.5,-26.7,26.7,-4.2
COc1ccc(OC)c(NC(=O)NNS(=O)(=O)c2ccc(C)cc2C)c1,4.4,0.0,1.4,-1.8,-14.2,-4.5,-1.2,-3.8,3.8,-0.2
Cc1onc(-c2ccccc2)c1C(=O)Nc1ccccc1NC(=O)c1c(-c2ccccc2)noc1C,17.6,-0.2,-10.5,-1.0,-10.0,·,-0.2,-0.6,0.6,0.3
COc1cc(C(=O)NC2CCCCC2)ccc1OCc1ccc(Cl)cc1Cl,106.0*,1.8,-2.9,2.2,-0.8,-3.1,-0.6,-76.3,76.3*,-0.4
COc1ccc(C2CC(c3ccccc3)=NN2S(=O)(=O)c2ccccc2)cc1 (configuration not stated),39.2,9.1,0.0,-16.0,7.2,0.1,-2.4,·,·,-2.1
Cc1ccc2c(N)c(C)ccc2c1,23.3,10.2,7.3,1.6,6.7,1.5,-1.2,-2.9,2.9,0.2
CC1Cc2cc(S(=O)(=O)N3CCN(c4cccc(Cl)c4)CC3)ccc2N1C(=O)C1CC1 (configuration not stated),4.5,0.0,-5.6,1.1,9.8,6.6,-0.6,23.9,-23.9,-0.9
O=C(Cn1nnc(-c2ccccc2NC(=O)c2ccco2)n1)NC1CCCCC1,2.6,3.5,-2.2,0.6,-9.9,2.1,2.4,16.6,-16.6,0.5
O=c1c(OC2OC(CO)C(O)C(O)C2OC2OC(CO)C(O)C(O)C2O)c(-c2ccc(O)cc2)oc2cc(O)cc(O)c12 (configuration not stated),12.1,-2.1,8.9,-3.4,17.9,·,12.0,4.2,-4.2,-0.6
C[C@H](CO)N1C[C@H](C)[C@@H](CN(C)C(=O)Nc2ccc3c(c2)OCO3)Oc2ccc(NC(=O)C3CCCCC3)cc2C1=O,-6.8,-16.9,-1.8,-3.1,-12.5,·,0.2,-12.5,12.5,0.6
CCN(Cc1ccccc1)C(=O)CN1C(=O)NC(CC)(c2ccc(F)cc2)C1=O (configuration not stated),3.6,-11.2,-13.1,1.8,-9.9,6.2,-0.5,7.4,-7.4,2.2
CC1CCCCC1NC(=O)Cn1cnc2sccc2c1=O (configuration not stated),-1.4,-0.9,-14.0,-10.9,-12.9,-2.6,0.0,-6.7,6.7,-3.1
CCN(CC(=O)Nc1c(F)cccc1F)C(=O)CNC(=O)c1ccc2ccccc2c1,-4.0,-17.1,-5.3,-10.7,-14.2,-7.0,1.0,-18.3,18.3,1.1
Cc1sc2nc(CSCC(=O)N(CCC#N)c3ccccc3)[nH]c(=O)c2c1C,-3.4,10.0,-12.8,-15.2,-5.9,0.2,0.3,4.3,-4.3,2.2
O=C(CCc1ccccc1)NCCCNC(=O)CCc1ccccc1,-15.2,-3.3,-6.9,-0.5,-3.4,-3.5,0.1,0.3,-0.3,0.7
Cc1ccc2nc(SCC(=O)NCc3ccc(F)cc3)nc(=O)n2c1,-7.9,-4.7,3.0,1.4,-6.6,-1.1,-0.2,-10.9,10.9,-0.9
CCCCNC(=O)OC(C)CNC(=O)OC (configuration not stated),17.3,-0.4,-6.8,1.7,-8.6,0.4,-0.7,21.2,-21.2,1.8
COc1cccc(NCc2ccc([N+](=O)[O-])s2)c1,·,4.7,-4.0,2.3,-7.0,12.4,-1.6,-6.7,6.7,3.0
Cc1c(-c2n[nH]c(=S)n2-c2ccc(Br)cc2)nnn1-c1ccc(Cl)cc1,-4.3,-1.0,-5.9,-2.3,-4.6,1.1,-1.0,2.5,-2.5,5.4
COc1ccc(C(NC(=O)CC(C)C)c2c(O)ccc3ccccc23)cc1 (configuration not stated),22.7,-5.0,-1.4,-1.8,6.9,1.5,2.0,-0.8,0.8,-1.5

# 2 of the compounds above, with values ahead of the structure:
Arrestin-AP2 inh | PKA-R2B act | RTF Ca sens inh | Keap1-Nrf2 PPI | PvdQ acylase | NSD2 HMT inh | LANA DNA inh | SR-BI uptake up | SR-BI HDL uptake | DAGLB inhibitor | structure
3.6 | -11.2 | -13.1 | 1.8 | -9.9 | 6.2 | -0.5 | 7.4 | -7.4 | 2.2 | CCN(Cc1ccccc1)C(=O)CN1C(=O)NC(CC)(c2ccc(F)cc2)C1=O (configuration not stated)
-1.4 | -0.9 | -14.0 | -10.9 | -12.9 | -2.6 | 0.0 | -6.7 | 6.7 | -3.1 | CC1CCCCC1NC(=O)Cn1cnc2sccc2c1=O (configuration not stated)
